# EBI2 block: EBI2 receptor antagonists, beta-arrestin recruitment, primary screen, cell-based, luminescence, 7a,25-OHC stimulation, uHTS | inhibition, % at 5 µM | 7a,25-OHC stimulated | 0.81% of 360,000 active; in the data active means inhibition above about 38%;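 further: enzyme fragment complementation signal reports receptor beta-arrestin coupling in cells; 0% = agonist plus DMSO wells and 100% = wells without agonist; some results beyond the cut were filed as inactive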
# Target sequence (P32249 whole entry, looked up, the tested form may be a part): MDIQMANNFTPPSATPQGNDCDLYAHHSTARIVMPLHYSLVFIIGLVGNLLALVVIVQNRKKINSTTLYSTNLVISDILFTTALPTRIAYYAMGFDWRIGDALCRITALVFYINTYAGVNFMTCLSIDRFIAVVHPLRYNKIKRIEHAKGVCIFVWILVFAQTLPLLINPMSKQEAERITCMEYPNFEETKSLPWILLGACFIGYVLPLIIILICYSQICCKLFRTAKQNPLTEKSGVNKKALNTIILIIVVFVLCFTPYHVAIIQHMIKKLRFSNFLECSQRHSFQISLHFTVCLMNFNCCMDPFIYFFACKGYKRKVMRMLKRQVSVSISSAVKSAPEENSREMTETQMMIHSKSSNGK
# * = called active by the depositor. These rows are one share of the data; count on the stated rates, not on these rows.
SMILES | EBI2 block
CCn1cc(C(=O)N2CCCC(C(=O)c3cccc(C(F)(F)F)c3)C2)cn1 (stereo unspecified) | 9
Cc1cnc(C(=O)N(c2ccccc2)C(c2ccccc2)c2nc3ccccc3[nH]2)cn1 (stereo unspecified) | -2
CC(=O)Nc1cc(-c2cccc(C(=O)NCCN(C)C)c2)cn2c(-c3ccc(F)c(Cl)c3)cnc12 | 13
COc1ccc(-c2nc(NC(=O)c3ccco3)sc2C)cc1 | -2
COc1ccc(CN2C(=O)CN(S(C)(=O)=O)CC2(C)C(=O)NC(C)C)cc1OC (stereo unspecified) | -4
Cc1cccc(CN2CCN(C3CN(Cc4cn(Cc5ccccc5C(F)(F)F)nn4)S(=O)(=O)C3)CC2)c1 (stereo unspecified) | 2
COc1cc(NC(=O)CCn2c(=S)[nH]c3ccccc3c2=O)cc(OC)c1OC | -8
O=C(Nc1ccccc1)c1cc(C2CCCCN2S(=O)(=O)c2cccs2)on1 (stereo unspecified) | 4
CCCCc1c(-c2ccccc2OC)ncn1CCc1cccc(F)c1 | 10
CCCc1nc2ccc(C)cn2c1Cc1cccc(Cl)c1 | 2
O=C(C1CCCCC1)N1C[C@@H](n2cc(-c3ccc(F)cc3)nn2)[C@H](O)C[C@@H]1c1ccc(Cl)cc1 | 27
CCn1cc(/C=C(\NC(=O)c2ccc(OC)cc2)C(=O)NCCCn2ccnc2)c2ccccc21 | -1
CCNC(=O)C1(C)CCN(C(=O)c2ccc(F)cc2Cl)C1 (stereo unspecified) | 0
Cc1ccc(-c2nc3c(C)cc(Br)cn3c2Cc2cccc(F)c2)cc1 | 27
CCCCCCN1C[C@H](O)[C@@H](n2cc(-c3ccc(F)cc3)nn2)C[C@@H]1c1ccc(C)cc1 | 0
CCCCn1nnnc1C(CCc1ccccc1)N1CCN(C/C=C/c2ccccc2)CC1 (stereo unspecified) | 33
CCN(CC)c1ccc(C(=O)NNC(=O)Cn2c(=O)cnc3ccccc32)cc1 | -2
CCc1cccc(NC(=O)COC(=O)c2c(C)nn(-c3ccccc3)c2C)c1 | 1
CC(C)C(=O)N1CCCC1(C)C(=O)NCc1ccccn1 (stereo unspecified) | -9
Cc1cccc(C)c1NC(=O)C(c1ccccc1)n1c(-c2ccccc2)nc2ccccc21 (stereo unspecified) | 7

# Part of the list above in order of formula weight, high to low.
SMILES | EBI2 block
Cc1cccc(CN2CCN(C3CN(Cc4cn(Cc5ccccc5C(F)(F)F)nn4)S(=O)(=O)C3)CC2)c1 (stereo unspecified) | 2
CC(=O)Nc1cc(-c2cccc(C(=O)NCCN(C)C)c2)cn2c(-c3ccc(F)c(Cl)c3)cnc12 | 13
CCCCn1nnnc1C(CCc1ccccc1)N1CCN(C/C=C/c2ccccc2)CC1 (stereo unspecified) | 33
CCNC(=O)C1(C)CCN(C(=O)c2ccc(F)cc2Cl)C1 (stereo unspecified) | 0

# The results go on:
SMILES | EBI2 block
CC(=O)Nc1ccc(C(=O)N2CCCC(c3cc(C(=O)NCc4ccccc4)no3)C2)cc1 (stereo unspecified) | -5
OC[C@@H]1CN(Cc2ccc(F)cc2)C[C@H](n2cnc3c(NCc4ccc(F)cc4)ncnc32)O1 | -6
C[C@H](CO)N1C[C@H](C)[C@@H](CN(C)Cc2ccc(O)cc2)OCc2cnnn2CCCC1=O | -11
O=c1ccn([C@@H]2O[C@H](CNCc3cccn3-c3ccncc3)[C@@H](O)[C@H]2O)c(=O)[nH]1 | -8
Cc1ccc([C@H]2C[C@@H](n3cc(-c4ccc(F)cc4)nn3)[C@H](O)CN2CC2CCCCC2)cc1 | 17
Cc1ccc(CCC(=O)Nc2ccc(Cl)cc2Cl)o1 | 4
Cc1cccc(CN(C)C[C@@H]2OCc3cnnn3CCCC(=O)N([C@@H](C)CO)C[C@H]2C)c1 | -8
COCCNC(=S)N(C)[C@H]1C[C@H]2c3cc(-c4ccccc4)ccc3CCN2C(=O)[C@H]1[C@H](C)O | 1
FC(F)(F)c1ccccc1Cc1c(-c2cccc(Cl)c2)nc2c3ccccc3ccn12 | 9
Cc1cccnc1C(NC(=O)C1CCN(Cc2ccccc2)CC1)c1ccc(F)cc1 (stereo unspecified) | 1
CCOC(CNC(=O)c1[nH]c(C(F)(F)F)nc1-c1ccccc1)OCC | -6
CC(=O)c1cccc(NC(=O)C2(C)Cc3c(-c4cccc(C(N)=O)c4)ccnc3O2)c1 (stereo unspecified) | -3
O=C(Nc1c(-c2ccccc2)[nH][nH]c1=O)c1ccc(-c2ccccc2)cc1 | 8
CCNC(=O)C1(C)CCN(Cc2csc(-c3ccccc3)n2)C1 (stereo unspecified) | 0
CCOP(=O)(OCC)C(Cc1ccc(OC)c(OC)c1)N=C(c1ccccc1)c1ccccc1 (stereo unspecified) | 7
OC[C@@H]1CN(Cc2ccco2)C[C@H](n2cnc3c(NCc4ccncc4)ncnc32)O1 | -3
OC(c1ccc(F)cc1)c1nc(-c2ccccc2)cs1 (stereo unspecified) | -3
O=C1NN(c2ccccc2)C(=O)C1=Cc1ccccc1O | -8
C[C@H]1CN([C@@H](C)CO)C(=O)CCCn2cc(nn2)CO[C@@H]1CN(C)C(=O)C1CCCCC1 | 1
COc1cccc(NC(=O)CN(C)C(=O)c2cc(Cl)nc3ccccc23)c1 | -2
COc1ccc(S(=O)(=O)N2CCC[C@H]2C(=O)N2CCC[C@H]2C(=O)N(C)Cc2ccccc2)cc1C | -5
O=C(NCc1cccs1)C1C(=O)Nc2ccccc2C(=O)N1C1CCCC1 (stereo unspecified) | 1
CC1=C(C(=O)N(C)C)CC(CC(=O)NCC2CCCCC2)C(=O)N1CCCN1CCCC1=O (stereo unspecified) | -6
O=C(NCC(=O)N1CCN(Cc2ccccc2)CC1)c1ccccc1Cl | -4
Cc1ccc(Cl)cc1-c1cc(C(=O)NCc2cc(C(F)(F)F)cc(C(F)(F)F)c2)[nH]n1 | 7
C=CCN(Cc1ccc(Br)s1)C(=O)c1ccc(OCc2c(C)noc2C)cc1 | 5
CN(C)CCCNc1nc2cc(-c3ccsc3)sc2c(=O)n1C | -14
CC(C)[C@@H]1Cc2[nH][nH]c(=O)c2[C@H](C)O1 | -7
Cc1[nH]nc2c(=S)[nH]c(=O)[nH]c12 | 5
CCCCN(C=O)c1c(CC)nc2ccc(C(=O)NCc3ccc4c(c3)OCO4)cn12 | -2
O=c1ccn([C@@H]2O[C@H](CNCc3cccc4c3sc3ccccc34)[C@@H](O)[C@H]2O)c(=O)[nH]1 | -8
NC(=O)c1cccc(-c2cccc3nccn23)c1 | 3
C[C@H](CO)N1C[C@H](C)[C@@H](CN(C)Cc2ccccc2F)Oc2ncc(Br)cc2C1=O | -6
O=C(NCc1ccncc1)C1Cc2c(-c3ccccc3Oc3ccccc3)ccnc2O1 (stereo unspecified) | 7
C[C@@H]1CN([C@@H](C)CO)C(=O)CCCn2nncc2CO[C@H]1CN(C)Cc1ccc(-c2ccccc2)cc1 | 4
CNC(=O)C[C@H]1C(=O)N(c2ccc(OC)cc2)C[C@@H]1CSC | -3
CCCS(=O)(=O)NC(=O)C1(C)CCN(C(=O)c2ccc(C#N)cc2)C1 (stereo unspecified) | -1
N#CCSc1ccccc1NC(=O)CN1C(=O)NC(CCc2ccccc2)C1=O (stereo unspecified) | 2
C1=C\CCC2(OCCO2)C2(CC/1)OCCO2 | -10
CC(C)NC(=O)N(C)C[C@H]1OCCCC[C@H](C)Oc2ccc(NC(=O)NC3CCCCC3)cc2C(=O)N([C@H](C)CO)C[C@@H]1C | 3
CCCCC[C@@H](C)N1C[C@H](COCc2ccccc2)Oc2cc(N3CCC[C@H]3C(N)=O)ccc2S1(=O)=O | 15
COC(=O)C[C@@H]1C[C@@H]2c3cc(NS(=O)(=O)c4ccc(F)cc4)ccc3O[C@@H]2[C@H](CO)O1 | -6
COC(=O)[C@@]1(Cc2ccc(OC)cc2)[C@H]2c3cc(C(=O)N4CCCC4)n(CCN4CCOCC4)c3C[C@H]2CN1C(=O)c1ccccc1 | -4
CN(CCOc1ccccc1)C(=O)c1cc(S(=O)(=O)N2CCOCC2)c(Cl)cc1Cl | 9
COc1ccc(Nc2c(CCc3ccccc3)nc3nc(C)cc(C)n23)cc1 | -20
Cc1cn([C@H]2C[C@H](O)[C@@H](CCC(=O)NCc3cccs3)O2)c(=O)[nH]c1=O | 2
COc1cccc(C(NC(C)=O)c2nc(-c3ccncc3)cs2)c1 (stereo unspecified) | 1
CC1=C(C(=O)N(C(C)C)C(C)C)CC(CC(=O)NCCN2CCOCC2)C(=O)N1Cc1ccc(F)cc1 (stereo unspecified) | -8
COc1cccc(-c2nc3nc(C)cc(C)n3c2NC2CCCCC2)c1 | 4
C[C@@H]1CN([C@@H](C)CO)C(=O)CCCn2nncc2CO[C@@H]1CN(C)C(=O)c1ccc2ccn(C)c2c1 | -4
CCCCNC(=O)C1(C)CCCCN1C(=O)c1sccc1C (stereo unspecified) | -4
CC(C)Cc1ccc(-c2cc3nc(NCCc4ccc(S(N)(=O)=O)cc4)ccn3n2)cc1 | 66*
C[C@H](CO)N1C[C@H](C)[C@H](CN(C)C(=O)c2ccncc2)OCc2cnnn2CCCC1=O | -10
CCOC(=O)[C@]12CCC=C1N(Cc1ccc(Cl)cc1Cl)C(=O)[C@H](CC(=O)N1CCN(C(=O)c3ccco3)CC1)C2 | 9
COc1ccccc1Cc1c(-c2ccco2)nc2c(C)cc(Br)cn12 | 20
C[C@H]1CN([C@@H](C)CO)S(=O)(=O)c2ccc(Br)cc2O[C@H]1CN(C)C(=O)c1cccnc1 | -4
COc1ccc(CC(=O)OCC(=O)N2c3ccccc3CC2C)cc1OC (stereo unspecified) | -2
CN(Cc1ccccc1)C(=O)[C@@H]1CCCN1C(=O)[C@@H]1CCCN1C(=O)c1cccs1 | -2
CC(=O)Nc1cc(-c2ccc(F)cc2)cn2c(-c3ccc(S(C)(=O)=O)cc3)cnc12 | 16
COc1ccc(-c2ccc(CN3C(C)C(=O)N(Cc4cn(CCC5OCCO5)nn4)CCS3(=O)=O)cc2)cc1 (stereo unspecified) | 6

# Looked up above:
# Reading of CC(C)Cc1ccc(-c2cc3nc(NCCc4ccc(S(N)(=O)=O)cc4)ccn3n2)cc1 in EBI2 block: 66*
# Reading of CCCCNC(=O)C1(C)CCCCN1C(=O)c1sccc1C (stereo unspecified) in EBI2 block: -4

# Continuation.
SMILES | EBI2 block
COC(=O)C(C(=O)OC)c1ccccc1NS(=O)(=O)c1c(C)cc(C)cc1C | 6
Cc1cccnc1C(NC(=O)C1CCN(CCCc2ccccc2)CC1)c1ccc(F)cc1 (stereo unspecified) | -7
CC(=O)c1cccc(-c2ccnc3c2CC(C(=O)NCc2cccs2)O3)c1 (stereo unspecified) | 0
CCn1c2ccccc2c2cc(NC(=O)N3CCCCC3)ccc21 | -10
COc1ccccc1Cc1c(-c2ccccc2)nc2ccc(Br)cn12 | -5
O=C(NCc1ccc(Br)cc1)OC1CC2CC1[C@H]1CCCCN1C2=O (stereo partly specified) | 2
CC(C)C1C(=O)N(Cc2cn(CC3CCCCC3)nn2)CCS(=O)(=O)N1Cc1ccc(-c2ccncc2)cc1 (stereo unspecified) | -6
CNC(C)C(=O)NC(C(=O)NC(C)C(=O)Nc1cccc2ccccc12)C(C)C (stereo unspecified) | -1
COCc1cn(CC[C@@H]2CC[C@@H](NC(=O)Nc3ccc4c(c3)OCO4)[C@@H](CO)O2)nn1 | -1
CCc1nc2c(OCc3ccc(F)c(F)c3)cccn2c1N(C)C(=O)c1ccc(C)cc1 | 19
Cc1ccc(NC(=O)COC(=O)c2ccco2)cc1S(=O)(=O)N1CCCCC1 | -5
COc1ccc(N2C(=O)c3ccccc3NC(=O)C2C(=O)Nc2ccc(N3CCOCC3)cc2)cc1 (stereo unspecified) | 0
CCCCN1C(=O)C(CC(=O)NCCc2ccccn2)CC(C(=O)N(C(C)C)C(C)C)=C1C (stereo unspecified) | 2
CC(C)CCN1C(=O)CSCC1(C)C(=O)NC(C)C (stereo unspecified) | 2
CC(C)C[C@@H](CN1CCC[C@@H]1CN1C(=S)NC[C@@H]1Cc1ccc(O)cc1)N1C[C@H](Cc2ccc(O)cc2)N(CC2CCCCC2)C1=S | 89*
COc1ccc(-c2cncc3nccn23)cc1OC | 1
Nc1c([N+](=O)[O-])cc2c3c(cccc13)CC2 | -1
COCCNc1nc(Nc2ccccc2Cl)c2sc(-c3ccccc3)cc2n1 | 26
CCOc1ccc(CCN2C(=O)C(=O)N([C@@H](CC(C)C)CN3CCC[C@H]3CN3C(=O)C(=O)NC[C@@H]3CC(C)C)C[C@@H]2Cc2ccc(O)cc2)cc1 | -5
CNc1cccc(-c2c(OC)cccc2OC)n1 | -7
N#Cc1ccsc1NC(=O)CSc1nnc(NC2CC2)s1 | -5
COc1ccc(S(=O)(=O)N(C)C[C@H]2Oc3ncc(-c4ccncc4)cc3C(=O)N([C@@H](C)CO)C[C@@H]2C)cc1 | 1
CS(=O)(=O)c1ccc(Nc2nc(C(N)Cc3ccccc3)cs2)cc1 (stereo unspecified) | -11
CC(=O)NC1(C)CCC2CC1C(C)=NC2(C)C (stereo unspecified) | -3
COc1ccc(NC(=O)c2sc3nc(N4CCOCC4)c4c(c3c2N)CCCC4)cc1 | 21
O=c1[nH][nH]c2c1[C@@H](c1ccc(F)cc1)O[C@H](CCc1ccccc1)C2 | -5
CN1C(=O)[C@H]2[C@@H](c3ccc(C(F)(F)F)cc3)N[C@]3(CCCN(CC4CCCCC4)C3=O)[C@H]2C1=O | 2

# Among those listed so far, these contain a CF3 group:
SMILES | EBI2 block
CCn1cc(C(=O)N2CCCC(C(=O)c3cccc(C(F)(F)F)c3)C2)cn1 (stereo unspecified) | 9
Cc1cccc(CN2CCN(C3CN(Cc4cn(Cc5ccccc5C(F)(F)F)nn4)S(=O)(=O)C3)CC2)c1 (stereo unspecified) | 2
FC(F)(F)c1ccccc1Cc1c(-c2cccc(Cl)c2)nc2c3ccccc3ccn12 | 9
CCOC(CNC(=O)c1[nH]c(C(F)(F)F)nc1-c1ccccc1)OCC | -6
Cc1ccc(Cl)cc1-c1cc(C(=O)NCc2cc(C(F)(F)F)cc(C(F)(F)F)c2)[nH]n1 | 7
CN1C(=O)[C@H]2[C@@H](c3ccc(C(F)(F)F)cc3)N[C@]3(CCCN(CC4CCCCC4)C3=O)[C@H]2C1=O | 2
